D1 antag: antagonists of human D1 dopamine receptor; P21728; activity change, negative = inhibition, % at 10 µM; hit rate 3.2% among 360,000; HEK293 TREx D1 cells, calcium flux, dopamine EC80; hits give low values; in the data active = activity change below about -30%; note: % is set by controls: 0 for no effect and ±100 for the full control effect
Target sequence (P21728 whole entry, looked up): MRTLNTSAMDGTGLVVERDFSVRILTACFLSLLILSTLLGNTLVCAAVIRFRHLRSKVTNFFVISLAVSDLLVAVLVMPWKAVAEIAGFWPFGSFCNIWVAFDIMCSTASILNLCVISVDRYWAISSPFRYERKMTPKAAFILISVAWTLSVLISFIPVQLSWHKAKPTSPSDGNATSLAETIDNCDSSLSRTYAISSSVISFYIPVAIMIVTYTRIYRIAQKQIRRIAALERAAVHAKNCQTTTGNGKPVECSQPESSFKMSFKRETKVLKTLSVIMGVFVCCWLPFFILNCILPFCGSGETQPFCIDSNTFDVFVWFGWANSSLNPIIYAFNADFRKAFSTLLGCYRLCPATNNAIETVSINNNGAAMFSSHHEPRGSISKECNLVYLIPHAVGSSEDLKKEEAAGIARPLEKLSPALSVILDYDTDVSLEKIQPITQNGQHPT
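Tetracycline-induced HEK293 Trex D1 cells, force-coupled to calcium, dye-loaded; compounds added and read 180 s, then EC80 dopamine added and calcium flux tracked kinetically another 180 s.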
RXFP1 agonist: activates the human relaxin receptor RXFP1; HEK293T-RXFP1 cAMP TR-FRET, 30 min; response scale: percent of porcine relaxin response, buffer zero; hit rate 0.3% among 370,000; Potency, µM (doses to about 57.5 µM), for inactives: top-dose activation, hits mostly activators; note: potency is the fitted concentration of half-maximal effect; % is set by controls: 0 for no effect and ±100 for the full control effect; nearly all actives have a fitted effect of over 60% in size; many of its hits are not listed in these tables
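cAMP rise read by TR-FRET after 30 min, 37C compound exposure (up to 58 uM) in RXFP1-transfected HEK293 cells with Ro 20174 present. EC50 from Hill-equation fits, with 29 nM porcine relaxin as 100% and buffer as basal.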
D1 PAM: enhances dopamine response at the human D1 receptor. AID 504651. hit rate 0.036% among 360,000. P21728. HEK293 TREx D1 cells, calcium flux, dopamine EC20 potentiation. potentiation, % at 10 µM; in the data active = potentiation above about 30%; note: 0% is about no effect
Vif-A3G inh: blocks the Vif interaction with human APOBEC3G | Q9HC16 | HeLa A3G-eYFP + Vif (tagged APOBEC3G with the HIV-1 protein that degrades it), YFP fluorescence, overnight | Potency, µM (doses to about 46.1 µM), without a hit: at the top dose activity, negative = active, most hits filed as inhibitors | hit rate 0.076% among 410,000 | AID 602310;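 note: potency is the fitted concentration of half-maximal effect; % is set by controls: 0 for no effect and ±100 for the full control effect; nearly all actives have a fitted effect of over 60% in size; hits raise eYFP signal because A3G escapes Vif-driven loss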
Target sequence (Q9HC16 whole entry, looked up): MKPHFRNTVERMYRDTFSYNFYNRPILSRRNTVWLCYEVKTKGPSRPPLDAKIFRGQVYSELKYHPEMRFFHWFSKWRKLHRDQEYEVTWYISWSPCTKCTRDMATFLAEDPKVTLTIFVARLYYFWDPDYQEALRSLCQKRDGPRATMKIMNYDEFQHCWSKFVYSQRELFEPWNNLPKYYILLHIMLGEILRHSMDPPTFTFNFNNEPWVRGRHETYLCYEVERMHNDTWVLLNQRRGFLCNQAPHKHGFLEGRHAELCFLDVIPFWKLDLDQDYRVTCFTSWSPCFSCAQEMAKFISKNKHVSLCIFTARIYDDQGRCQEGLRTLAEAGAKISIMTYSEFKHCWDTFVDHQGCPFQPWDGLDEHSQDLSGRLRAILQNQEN
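Read-out is eYFP fluorescence (Ex 488/Em 500-530) from Vif-expressing HeLa A3G-eYFP cells; more signal means A3G escaped Vif-mediated degradation. Cells plated overnight, compound pinned in, incubated overnight at 37 deg C.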
D1 ag: activates the human D1 dopamine receptor; activation, % at 2 µM; AID 504660; HEK293 T-REx D1 cells, calcium flux, agonist mode; hit rate 1% among 360,000; in the data active = activation above about 30%; note: 0% is about no effect
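Tetracycline-induced HEK293 TREx D1 cells, force-coupled to calcium signalling, were dye-loaded with a no-wash calcium kit. Compound was pin-added after a 10 s baseline. Fluorescence was read kinetically at 1 cycle/s for 180 s, with calcium rises flagged as agonism.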
LDHA inh: blocks human lactate dehydrogenase A; P00338; purified LDHA, NADH/diaphorase-resazurin fluorescence; hits give low values; activity change, % (values are at about 110 or 230 µM); hit rate 0.15% among 480,000; in the data active = activity change below about -30%; inconclusive = mostly about -25% to -30%;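 note: plate controls were DMSO wells for no effect and wells without enzyme for full effect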
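Resorufin fluorescence (ex540/em590), read at 0 and 20 min after diaphorase/resazurin addition, reports the NADH left after a 5 min room-temperature reaction of 2 nM human LDH5 with 0.06 mM NADH and 0.2 mM pyruvate.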
D2 potentiator: D2 dopamine receptor (human) potentiation | P14416 | HEK293 T-REx D2, calcium flux, EC20 dopamine potentiation | potentiation, % at 10 µM | hit rate 0.34% among 340,000 | AID 485347;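 active = potentiation over 3 SD above the plate norm, cut at about 30% in these data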; note: 0% is about no effect
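Potentiation of an EC20 dopamine calcium response measured kinetically over 180 s, after a preceding 180 s compound-only read flagging agonists. Cells: inducible Hek293 Trex D2 line, 4000/well, cultured overnight at 30 C before dye loading.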
Vif-APOBEC3F blk: Vif-A3F binding inhibition. HeLa A3F-eYFP + Vif (tagged APOBEC3F with the HIV-1 protein that degrades it), YFP fluorescence increase. Potency, µM (doses to about 46.1 µM), for inactives: top-dose activity, negative = active. hit rate 0.2% among 390,000; note: potency is the fitted concentration of half-maximal effect; % of control where 0% means no effect; nearly all actives have a fitted effect of over 65% in size
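Fluorescence increase (Ex 488/Em 500-530) after overnight compound treatment at 37 deg C flags inhibition of Vif-driven A3F-eYFP loss in stable HeLa A3F-eYFP/Vif cells seeded overnight beforehand.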
Glioma ERSR ind: inducers of ER stress response in human glioma cells; U87-MG GRP78 promoter luciferase reporter, 16 h; AID 602332; hit rate 0.02% among 420,000; Potency, µM, without a hit: at the highest dose activation, actives largely listed as activators; note: potency is the fitted concentration of half-maximal effect; series mostly up to about 76 µM; % of control where 0% means no effect; nearly all actives have a fitted effect of over 35% in size
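ERSR induction read as luciferase luminescence (Bright-Glo, 10 min at room temperature) in stably transfected human U87-MG glioma cells exposed to compounds for 16 h, using GRP78 as sensor.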
* = called active by the depositor; ? = inconclusive; / = no result given; & = joins results of further samples. Unless noted, calls come from the whole dose curve; as a rule, active = well fitted curve in the direction sought with a large enough effect; inconclusive = small, poorly fitted or top-dose-only effect, or another doubt; inactive = no such curve, though single readings can be large; an effect the other way counts as inactive or inconclusive.

smiles	D1 antag	RXFP1 agonist	D1 PAM	Vif-A3G inh	D1 ag	LDHA inh	D2 potentiator	Vif-APOBEC3F blk	Glioma ERSR ind
O=C(NCc1ccco1)/C(=C/c1cccc(C(F)(F)F)c1)c1nc2ccccc2[nH]1	-3	2.7%	7	-29%	3	1	-6	-12%	-1%
COc1cc(S(=O)(=O)NCc2ccc3c(c2)OCO3)ccc1Cl	-19	1.3%	-6	-3%	3	-5	-17	-4%	-3%
Cc1cccc(NC(=S)N/N=C/c2cccn2Cc2ccc(F)cc2)c1	1	-0.5%	-4	-6%	3	0	0	-5%	2%
CC(C)c1nc2ccccn2c1NC1CCCCC1	2	0.0%	13	1%	1	-3	20	-4%	-2%
CC(=O)c1c(C)oc2ccc(NS(=O)(=O)c3ccc(C)cc3)cc12	-22	-0.6%	-1	0%	10	-2	/	-3%	-3%
CCOc1ccc(S(=O)(=O)N2CCN(C(=O)c3ccc(-n4cncn4)c([N+](=O)[O-])c3)CC2)cc1	-13	3.4%	-9	2%	3	-3	-7	14%	-3%
COc1ccccc1Cn1c(=O)oc2ccccc21	/	/	/	0%	/	-6	/	2%	-4%
COc1ccc(-c2c(C)c3cc(O)ccc3oc2=O)cc1OC	-7	-1.2%	-3	0%	0	-3&2	-7	2%	-4%
O=C(C1=C[C@@H](c2csc3ccccc23)C[C@@H](OCc2ccc(CO)cc2)O1)N1CCOCC1	4	-1.1%	0	3%	9	-19	0	2%	-2%
COc1cc(C(=O)NCC(c2cccs2)N2CCc3ccccc32)cc(OC)c1OC (configuration not stated)	5	-0.2%	-8	-4%	1	4	-7	1%	-4%
CCc1ccccc1N(C)S(=O)(=O)c1ccc(-c2cc(C)no2)s1	-11	2.5%	-5	4%	10	0	0	3%	-4%
COc1ccc(OC)c(NC(=O)CSC2=Nc3ccccc3C3=NC(CCC(=O)NCCc4ccccc4)C(=O)N23)c1 (configuration not stated)	0	0.9%	-3	1%	1	1	6	0%	-2%
NC(=O)CSc1nc(-c2ccccc2)nc2c1CCCC2	-3	1.9%	0	0%	2	-3	2	2%	-4%
COc1cccc(C(=O)c2cn(CC(=O)Nc3cccc(C(F)(F)F)c3)c3nc(C)ccc3c2=O)c1	15	3.7%	8	-1%	4	2	-7	0%	-5%
O=C(OCC(=O)c1ccc[nH]1)c1ccc(S(=O)(=O)N2CCCCC2)cc1	-5	3.1%	-9	/	17	/	/	/	/
Cc1cc(C)n(CCN(C)c2nc3nonc3nc2NC2CC2)n1	-7	1.9%	-6	-3%	2	-4	3	-5%	-1%
CC1CCc2nc3ccc(S(=O)(=O)N4CCC(C(=O)NC5CCCC5)CC4)cc3c(C(=O)O)c2C1 (configuration not stated)	-5	-0.8%	/	2%	1	2	6	4%	9%
CCC(=O)OCCCNc1nc(-c2ccc(Cl)cc2)nc2ccccc12	-17	4.7%	-4	-24%	17	2	0	-1%	4%
CCN(CC)CCN(Cc1cc2ccc(C)cc2[nH]c1=O)C(=S)Nc1ccccc1C(=O)OC	-23	-2.2%	-3	3%	3	-7	30	-2%	0%
Cc1[nH]ccc(=O)c1OC1OC(CO)C(O)C(O)C1O (configuration not stated)	-7	1.2%	1	-1%	-3	-4	3	6%	-3%
O=C(CN1CCN(S(=O)(=O)N2CCCCC2)CC1)Nc1ccc(Br)cc1	1	1.2%	-4	-1%	4	-2	0	6%	-3%
CSc1cccc(CN2CCCC(CNC(=O)c3ccco3)C2)c1 (configuration not stated)	5	-0.7%	-1	-1%	4	-4	/	0%	-1%
COC(=O)c1nc(NC(=O)c2ccc(C(C)(C)C)cc2)n[nH]1	-14	0.5%	-1	0%	1	-3	1	-13%	-1%
CCOC(=O)c1ccc(NC2=CC(=O)C(=O)c3ccccc32)cc1	12	1.6%	-3	?	0	24	-6	-7%	?
CCc1ccc(CNC(=O)CCSCc2ccccc2F)cc1	0	-1.0%	0	2%	1	-2	3	-1%	-4%
CCOC(=O)c1ccc(NC(=O)CN2CCN(Cc3ccccc3)CC2)cc1	-6	-0.2%	-6	-2%	0	-12	/	12%	2%
O=S(=O)(c1cccs1)N1CCN(CCOc2ccc(Cl)cc2)CC1	-5	-0.3%	-5	2%	13	-2	/	5%	-2%
Cc1nc2sccn2c(=O)c1S(=O)(=O)NCc1ccccc1	2&-12	3.8%&-0.8%	-2&0	3%&4%	4&0	-4&-3	-1&7	1%&2%	-4%&0%
O=C(O)/C=C/c1cccc(NC(=O)c2ccc(Cl)cc2)c1	-19	-0.1%	-3	3%	2	-11	17	5%	2%
COc1ccc([N+](=O)[O-])c(OC)c1C(=O)NC(=O)Nc1nc(C)cc(C)n1	2	5.6%	-2	-3%	2	8	12	-24%	1%
COc1ccc(N2CCN(C(=O)CCCNC(=O)Cn3cnc4sc(C)c(C)c4c3=O)CC2)cc1	-42*	5.6%	6	-2%	1	0	-22	-17%	-2%
CCOc1cc(C(=S)N2CCCC2)ccc1OCC(=O)Nc1c(C)cc(C)cc1C	11	0.5%	3	3%	0	-2	6	1%	-5%
Cc1cccc(NC(=S)N(CCCN2CCOCC2)Cc2ccco2)c1	-13	1.1%	-6	0%	2	-4	/	2%	-6%
COC(=O)CN(n1cnnc1)S(=O)(=O)c1ccccc1Cl	-1	-0.7%	-5	1%	4	0	-1	-3%	-4%
C/C(=N\NC(=O)c1ccc(-c2ccccc2)cc1)c1ccco1	-15	1.7%	/	0%	6	-9	-2	3%	3%
CCc1nnc2c(NCc3ccccc3)nc3ccccc3n12	-21	5.9%	-1	2%	3	-13	1	-10%	0%
O=C1C=C(c2ccc(Cl)c(C(F)(F)F)c2)C[C@@H](c2ccc(F)cc2)C1	18	2.8%	-7	9%	9	4	-5	-1%	-4%
O=c1ccc(/C=C/c2ccccc2)nn1Cc1ccc(F)cc1	-15	-1.6%	-8	-14%	4	2	0	1%	-5%
CN(CCOc1ccc(Cl)c(Cl)c1)Cc1ccccc1	2	1.0%	2	4%	1	-12	-25	1%	-2%
CCCN(CCO)Cc1ccc(Cl)c(Cl)c1	-17	-0.3%	-10	1%	0	?	-11	-9%	-4%
CC1CN(c2ccc(NC(=S)NNCCC#N)cc2)CC(C)O1 (configuration not stated)	0	0.8%	-5	0%	1	4	4	2%	-3%
CC(=O)NC(Cc1ccccc1C)C(=O)NC1CCN(c2nnnn2-c2ccccc2)CC1 (configuration not stated)	-6	-5.2%	4	-4%	2	-17	17	-10%	0%
Cc1ccn2cc(-c3ccc(O)c(O)c3)nc2c1	5	2.0%	-2	4%	-1	7	-8	-15%	-13%
CN(c1ccccc1)S(=O)(=O)c1ccc(NC(=O)c2cccs2)cc1	/	3.0%	-6	1%	1	-10	8	3%	2%
CSc1nc(-c2ccc(Cl)cc2)nn1C(=O)c1ccco1	-2	-0.5%	0	-1%	4	-1	27	-4%	1%
COc1ccccc1-c1cc(C(=O)N2CCCC2)no1	30	0.5%	-14	-3%	4	-1	/	-15%	-5%
CC(Oc1ccccc1F)C(=O)NNC(=O)C1CC(=O)N(c2ccc3c(c2)OCCO3)C1 (configuration not stated)	-3	-0.4%	8	0%	2	-2	0	-21%	-3%
COC(=O)c1ccccc1CSc1nsc(C)c1C#N	7	1.7%	0	-15%	3	-3	11	?	11%
COc1ccccc1-c1ccc([C@@H]2C[C@H]3[C@H](CON3C)CN2C(=O)c2ccc(-c3ccccc3)cc2)cc1	/	/	/	-1%	/	?	/	1%	-2%
O=C(NCCc1cccc(Cl)c1)C1CCC(=O)N(Cc2ccc(Cl)cc2)C1 (configuration not stated)	-7	0.0%	-11	-5%	7	-1	3	1%	-5%
CCc1ccc(OCC(O)CN2CCN(c3ccc(OC)cc3)CC2)cc1 (configuration not stated)	-40*	4.5%	0	2%	30*	-2	3	15%	-4%
COc1ccccc1N1CC(C(=O)Nc2nc(C)cs2)CC1=O (configuration not stated)	6	-0.7%	-2	-1%	2	0	-9	-5%	-2%
CCc1ccccc1OCC(=O)Nc1cccc(S(=O)(=O)N2CCCC2)c1	-30*	0.2%	2	-6%	13	1	-1	-5%	-3%
CN(CC(=O)Nc1cccc2ccccc12)c1ccc(S(=O)(=O)N2CCOCC2)cn1	/	-1.9%	-2	-7%	1	-4	0	1%	-4%

Sorted by molecular weight (descending): some entries from above.
smiles	D1 antag	RXFP1 agonist	D1 PAM	Vif-A3G inh	D1 ag	LDHA inh	D2 potentiator	Vif-APOBEC3F blk	Glioma ERSR ind
CN(CC(=O)Nc1cccc2ccccc12)c1ccc(S(=O)(=O)N2CCOCC2)cn1	/	-1.9%	-2	-7%	1	-4	0	1%	-4%
CCOc1cc(C(=S)N2CCCC2)ccc1OCC(=O)Nc1c(C)cc(C)cc1C	11	0.5%	3	3%	0	-2	6	1%	-5%
Cc1cccc(NC(=S)N(CCCN2CCOCC2)Cc2ccco2)c1	-13	1.1%	-6	0%	2	-4	/	2%	-6%
O=C1C=C(c2ccc(Cl)c(C(F)(F)F)c2)C[C@@H](c2ccc(F)cc2)C1	18	2.8%	-7	9%	9	4	-5	-1%	-4%
CC1CN(c2ccc(NC(=S)NNCCC#N)cc2)CC(C)O1 (configuration not stated)	0	0.8%	-5	0%	1	4	4	2%	-3%
COc1ccccc1N1CC(C(=O)Nc2nc(C)cs2)CC1=O (configuration not stated)	6	-0.7%	-2	-1%	2	0	-9	-5%	-2%
C/C(=N\NC(=O)c1ccc(-c2ccccc2)cc1)c1ccco1	-15	1.7%	/	0%	6	-9	-2	3%	3%
CCc1nnc2c(NCc3ccccc3)nc3ccccc3n12	-21	5.9%	-1	2%	3	-13	1	-10%	0%

Source: PubChem BioAssay

The list is partial, so the mix of outcomes need not match the whole.
